Bioassay records (PubChem BioAssay)
BRCA1 expr up – qHTS Assay to Identify Small Molecule Activators of BRCA1 Expression | MCF7-BRCA1-FFLuc reporter, luminescence, 48 h; response scale: scaled: vehicle 0%, 10 µM genistein 100% | actives 1.1% (n = 380,000) | Potency, µM (doses to about 46.1 µM), without a hit: at the highest dose activation, usual class: activators; active = well fitted activation curve with a large enough effect; inconclusive = small, poorly fitted or top-dose-only effect; inactive = no such curve, though single readings can be large or run the other way; also: nearly all actives have a fitted effect of over 80% in size; some results filed as inactive show a strong effect at the top dose
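Using MCF7 cells harboring a BRCA1 firefly luciferase reporter, plated 2 h before compound pinning, the screen measured luminescence after 48 h incubation. Responses were normalized to DMSO and 10 microM genistein, then fitted for concentration-effect.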
* hit, by the source's call; ? = inconclusive. Potency is read from the fitted curve at half-maximal effect. This is a subset. The share of hits here may be higher or lower than overall.

molecule | BRCA1 expr up
CC(C)C1C(=O)N(Cc2cn(CC3CCCCC3)nn2)CCS(=O)(=O)N1Cc1ccc(-c2ccccc2)cc1 (configuration not stated) | -54.0%
COc1ccc(/C=C\c2nccc3c2[nH]c2ccccc23)cc1 | 11.0%
CC(C)c1ccc(CC(=O)N2CCC2(C)C(=O)Nc2ccc3c(c2)OCCO3)cc1 (configuration not stated) | -35.1%
CCCNC(=O)N(C)C[C@@H]1Oc2cc(Br)ccc2S(=O)(=O)N([C@@H](C)CO)C[C@H]1C | 7.8%
Cc1nc(C(F)(F)F)ccc1C(=O)N1CCC1(C)C(=O)NS(=O)(=O)c1ccc2ccccc2c1 (configuration not stated) | 1.0%
Cn1ncc([N+](=O)[O-])c1C(=O)Nc1cc(Cl)ccc1Cl | 3.1%
O=C(NCC(F)(F)F)c1csc([C@@H]2O[C@H](CO)[C@H](O)[C@H](O)[C@H]2O)n1 | 9.7%
CN(Cc1ccc2nsnc2c1)C(=O)C1CCC(=O)N(CCc2ccccc2)C1 (configuration not stated) | -1.3%
CC(=O)N1C[C@H]2CON(C)[C@H]2C[C@H]1c1cccc(N2CCOCC2)c1 | 8.9%
Cc1nn(C)cc1CN(C)C(=O)C1CCC(=O)N(CCc2cccc(F)c2)C1 (configuration not stated) | -5.3%
COCCNC(=S)N(CCCO)Cc1cc2cc3c(cc2[nH]c1=O)OCO3 | 17.7%
O=C(NCCc1cn2cccnc2n1)C1CCC(=O)N(Cc2ccccc2F)C1 (configuration not stated) | -3.0%
O=C1CN(C(=O)COC(=O)c2cc(Cl)ccc2[N+](=O)[O-])c2ccccc2N1 | -9.6%
CN(C)CCN(Cc1ccccc1)C(c1ccnc2ccccc12)c1nnnn1-c1ccc2c(c1)OCCO2 (configuration not stated) | -7.8%
COc1ccc(NC(=O)C2(C)CCN2C(=O)Cc2ccccc2)cc1OC (configuration not stated) | 31.8%
C[C@H](CO)N1C[C@H](C)[C@@H](CN(C)S(=O)(=O)c2ccccc2)OCCCC[C@H](C)Oc2ccc(NC(=O)CCC(F)(F)F)cc2C1=O | 0.0%
CCCS(=O)(=O)NC(=O)C1(C)CCCN(C(=O)c2cc(OC)ccc2Br)C1 (configuration not stated) | 2.8%
CCC(=O)N1CCC1(C)C(=O)Nc1ccc2c(c1)OCO2 (configuration not stated) | 21.6%
CCOC(=O)CNC(=O)CSc1nc(C(C)C)nc2c1cnn2-c1ccccc1 | -7.9%
CCNc1nc(N2CCCN(C)CC2)nc2cc(OC)c(OC)cc12 | -16.7%
O=C(O)C1CCC2CCCC21 (configuration not stated) | 2.5%
CC(C)N(C)c1ncnc2c1ncn2[C@H]1CN(Cc2ccccc2)C[C@@H](CO)O1 | 5.2%
C[C@@H]1CCCN1[C@@H]1CS(=O)(=O)N[C@H]1COCc1ccccc1 | 35.2%
O=C1c2[nH]c3ccccc3c2CC1N1C(=O)c2ccccc2C1=O (configuration not stated) | 2.2%
CC(C)Oc1cc(F)ccc1-c1cc(C(=O)NCc2cccs2)[nH]n1 | 11.2%
CC1(C(=O)NS(=O)(=O)c2cccc(C#N)c2)CCN1C(=O)C1(c2ccc(Cl)cc2)CCC1 (configuration not stated) | 0.0%
CCN(CC)S(=O)(=O)c1ccc(OC)c(NC(=O)c2cc([N+](=O)[O-])ccc2N2CCOCC2)c1 | 5.2%
O=C(Nc1ccccc1)Nc1nnc([C@@H]2C[C@H](O)[C@@H](CO)O2)s1 | ?
Cc1ccc(Cn2cc(CN3CC(N4CCN(CCN(C)C)CC4)CS3(=O)=O)nn2)cc1 (configuration not stated) | -3.5%
COc1ccc(CN(Cc2ccccc2)C(=O)Nc2ccccc2)cc1COc1ccc(NC(C)=O)cc1 | -10.2%

An excerpt from above in order of count of non-hydrogen atoms, smallest number first.
molecule | BRCA1 expr up
CCC(=O)N1CCC1(C)C(=O)Nc1ccc2c(c1)OCO2 (configuration not stated) | 21.6%
O=C(Nc1ccccc1)Nc1nnc([C@@H]2C[C@H](O)[C@@H](CO)O2)s1 | ?
CCOC(=O)CNC(=O)CSc1nc(C(C)C)nc2c1cnn2-c1ccccc1 | -7.9%
Cc1ccc(Cn2cc(CN3CC(N4CCN(CCN(C)C)CC4)CS3(=O)=O)nn2)cc1 (configuration not stated) | -3.5%
COc1ccc(CN(Cc2ccccc2)C(=O)Nc2ccccc2)cc1COc1ccc(NC(C)=O)cc1 | -10.2%

The listing picks up, starting 2 compounds before the break.
molecule | BRCA1 expr up
Cc1ccc(Cn2cc(CN3CC(N4CCN(CCN(C)C)CC4)CS3(=O)=O)nn2)cc1 (configuration not stated) | -3.5%
COc1ccc(CN(Cc2ccccc2)C(=O)Nc2ccccc2)cc1COc1ccc(NC(C)=O)cc1 | -10.2%
COc1ccccc1-c1cccc2nccn12 | 0.3%
CN(C)c1cc(N2CCOCC2)nc(C#N)n1 | 0.0%
COc1ccccc1NC(=O)c1oc2ccccc2c1C | 6.9%
COc1ccccc1C(=O)NNC(=O)c1cc2ccccc2cc1O | -47.0%
O=C(c1ccc(CS(=O)c2ccc(Br)cc2)o1)N1CCN(C2CCCCC2)CC1 (configuration not stated) | 3.0%
O=C(C=CC=Cc1ccccc1)c1ccc([N+](=O)[O-])cc1 | 6.6%
CCCC(=O)Nc1nnc([C@H]2C[C@H](O)[C@@H](CO)O2)s1 | 6.4%
CCOC(=O)c1cc(-c2cccc(O)c2)oc1C | 5.5%
COc1ccc(C(=O)OCC(=O)N(Cc2ccccc2)Cc2ccccc2)c(O)c1 | -5.5%
CC(C)c1ccc(Nc2ncc3c(n2)CCN(C(=O)Nc2ccc(F)c(Cl)c2)C3)cc1 | -0.1%
CCc1nc2c(OCC(=O)N3CCOCC3)cccn2c1N(C)C(=O)COc1ccccc1 | 0.0%
C(=C\c1ccc2ccccc2n1)/c1cccnc1 | -57.6%
Cc1noc(C)c1NC(=O)N(C)C[C@H]1OCc2cn(nn2)CCCC(=O)N([C@@H](C)CO)C[C@@H]1C | 1.1%
CC(=O)Nc1ccc(CN2C(=O)C(CCc3ccccc3)ON=C2c2cnccn2)cc1 (configuration not stated) | 24.0%
Cc1ccccc1C(c1ncccc1C)N(C)C(=O)C1CCN(CCOc2ccc(Cl)cc2Cl)CC1 (configuration not stated) | -73.0%
C=C(C)CN1C(=O)C(C)SC1=NN=C1SCC(=O)N1C (configuration not stated) | -5.0%
CCCCCCn1c(=O)n2n(c1=O)[C@@H]1CN(S(=O)(=O)c3ccc(C)cc3)C[C@]1(O)[C@@H](OC(=O)NC1CCCC1)C2 | -23.5%
CCCC#Cc1cnc2c(c1)C(=O)N([C@H](C)CO)C[C@H](C)[C@@H](CN(C)C(=O)CCN1CCCCC1)O2 | 20.5%
NC(Cc1ccc(F)cc1)c1csc(Nc2cc(NCc3ccco3)ncn2)n1 (configuration not stated) | -20.3%
C[C@@H](NC(=O)[C@@H]1CCCN1C(=O)[C@@H]1CCCN1C(=O)c1cccc2ccccc12)c1ccccc1 | -0.6%
C=CCC1(CC=C)CCCN1C(=O)c1ccc2oc(CCCC)nc2c1 | ?
CC(C)(C)c1ccc(C(O)c2ncc(-c3cccc(F)c3)[nH]2)cc1 (configuration not stated) | -16.8%
Cc1ccc(F)cc1C(=O)N1CCOCC1c1cc(C(=O)NCc2ccccc2)no1 (configuration not stated) | 7.7%
CCCCCn1nnnc1-c1nc2cc3ccccc3cc2[nH]c1=O | -10.3%
O=[N+]([O-])c1ccccc1NS(=O)(=O)c1ccccc1 | 3.4%
O=C(NC(c1ccc(Cl)cc1)c1cnccn1)C1CCN(Cc2ccc(Oc3ccccc3)cc2)CC1 (configuration not stated) | 0.0%
CC(=O)Nc1ccc(-c2ccnc3c2CC(C)(C(=O)NCc2ccc(N(C)C)cc2)O3)cc1 (configuration not stated) | -48.9%
CN1CCn2cnc(C(=O)Nc3ccc(CNC(=O)OC(C)(C)C)cc3)c2C1=O | 11.6%
CC(C)C[C@H]1CN(CCCC[C@H]2CNC(=O)C(=O)N2CC2CCCCC2)C(=O)C(=O)N1CCc1ccc(O)cc1 | 0.0%
COc1cc(C2Nc3ccccc3C(=O)N2Cc2ccco2)cc(OC)c1OC (configuration not stated) | -11.5%

Brought forward from above: 2 compounds, then new ones.
molecule | BRCA1 expr up
CC(C)C[C@H]1CN(CCCC[C@H]2CNC(=O)C(=O)N2CC2CCCCC2)C(=O)C(=O)N1CCc1ccc(O)cc1 | 0.0%
COc1cc(C2Nc3ccccc3C(=O)N2Cc2ccco2)cc(OC)c1OC (configuration not stated) | -11.5%
COC(=O)c1cnc(Nc2nc(C(N)Cc3ccc(OC)cc3)cs2)nc1C(F)(F)F (configuration not stated) | -26.0%
Cc1ccc(Cc2c(-c3cccc(Br)c3)nc3c(Cl)cc(C(F)(F)F)cn23)cc1 | 6.5%
O=C(C(=NNc1ccccc1)C(=S)Nc1ccccc1)c1ccccc1 | -1.5%
Cc1ccc(-c2cnc(C(O)c3ccc(Cl)c(Cl)c3)[nH]2)cc1 (configuration not stated) | 0.0%
COc1cccc(C(NC(C)=O)c2nc(-c3ccc(F)cc3OC)cs2)c1 (configuration not stated) | -39.8%
Cc1nc(C(=O)N2CCCC(N3CCN(c4ccc(F)cc4)CC3)C2)cs1 (configuration not stated) | 4.1%
N#Cc1nc(-c2ccc(OCc3ccc(Cl)cc3)cc2)oc1N1CCCCCC1 | 18.4%
CC1(C(=O)NCc2ccccc2Br)CCN1C(=O)Cc1ccc(-c2ccccc2)cc1 (configuration not stated) | -35.5%
COc1ccc(C(C)(O)c2nc(-c3cccc(C(F)(F)F)c3)cs2)cc1 (configuration not stated) | -14.6%
CC(C)n1nnnc1C1c2ccccc2C(=O)N1CCc1ccccc1F (configuration not stated) | -4.7%
Nc1[nH]c(C(=O)c2ccccc2)c(-c2ccc(Cl)cc2)c1C(=O)NCCc1c[nH]c2ccccc12 | -42.0%
CC(C)(C)OC(=O)N1Cc2cc3ccccc3nc2C1 | 75.0%
O=C(NC(c1ccc(Cl)cc1)c1ccsc1)C1CCN(CCOc2ccc(Cl)cc2)CC1 (configuration not stated) | 2.1%
CCCc1nc2ccc(Cl)cn2c1Cc1ccccc1OC | -3.2%
C[C@@H]1CN([C@@H](C)CO)C(=O)CCCn2nncc2CO[C@H]1CN(C)S(=O)(=O)c1ccc(Oc2ccccc2)cc1 | -22.2%
C[C@@H]1CN([C@H](C)CO)C(=O)CCCn2nncc2CO[C@H]1CN(C)Cc1ccc2c(c1)OCCO2 | 19.5%
COCOCCn1cc(CN2CCS(=O)(=O)N(Cc3ccc(-c4ccc(Cl)nc4)cc3)C(C(C)C)C2=O)nn1 (configuration not stated) | -3.3%
CC1C(=O)N(Cc2cn(CCC3OCCCO3)nn2)CCS(=O)(=O)N1Cc1ccc(-c2ccccc2)cc1 (configuration not stated) | -16.9%
CCCNC(=O)C1(C)CCCN(C(=O)c2cc(C(C)(C)C)nn2C)C1 (configuration not stated) | 24.2%
CSc1ncnc2c1ncn2CCCN(C)CCc1ccccn1 | 9.2%
COc1ccc([C@H]2CN(c3ccc(OC)cc3)C(=O)[C@@H]2CC(=O)Nc2ccc(Br)cc2)cc1 | -43.8%
O=C(NCc1ccccc1)c1[nH]c(C(F)(F)F)nc1-c1ccccc1 | -12.0%
CCc1noc(C)c1C(=O)N1CCN(c2cccc(Cl)c2)CC1 | -11.8%
CCCCN(C)c1c(C)nc2ccc(C(=O)NCc3cccs3)cn12 | -3.9%
Nc1ccn(CCCNCC(c2ccccc2)c2ccccc2)c(=O)n1 | 8.5%
CCOc1ccc(CCN2C(=S)N([C@@H](Cc3ccccc3)CN3CCC[C@@H]3CN3C(=S)NC[C@@H]3Cc3ccc(O)cc3)C[C@@H]2CC(C)C)cc1 | -6.4%
CCCOc1ccc(C(=O)NC(=S)N2CCN(c3ncc4c(=O)c(C(=O)O)cn(CC)c4n3)CC2)cc1 | -33.4%
CN(C)CCNc1ncnc2c1ncn2[C@H]1CN(Cc2ccc(F)cc2)C[C@@H](CO)O1 | 9.0%
COC(=O)c1cccc(N2C(=O)C[C@](Sc3ccc(C)cc3)(C(=O)OC)[C@H]2c2ccccc2)c1 | -3.6%
CC1=C(C(=O)N(C)C)CC(CC(=O)NCC2CCCCC2)C(=O)N1Cc1ccccc1 (configuration not stated) | 9.6%

(more compounds)
SMILES,BRCA1 expr up
Cc1cc(NC(=O)CS(=O)(=O)c2cn(Cc3cccc(Br)c3)c3ccccc23)no1,-63.0%
CC(O)(c1ccccc1)c1nc(-c2cc3ccccc3o2)cs1 (configuration not stated),83.4%
c1ccc(CN2CCC3CC2c2ccc(N4CCOCC4)cc23)cc1 (configuration not stated),1.6%
O=C1NC[C@H](CCCCN2CCN(CCc3ccccc3)C(=O)C2=O)N(CCc2ccccc2)C1=O,-13.4%
Cc1ccsc1-c1cc2nc(NCCOc3ccccc3Cl)n(C)c(=O)c2s1,-13.1%
CCCS(=O)(=O)NC(=O)C1(C)CCN(C(=O)c2ccc(OC)cc2OC)C1 (configuration not stated),15.2%
CCc1cc(CNC(=O)C2CCC(=O)N(Cc3ccccc3F)C2)on1 (configuration not stated),-4.1%
CC1C=CCC2C(=O)N(c3cccc(C(=O)N4CCCCCC4)c3)C(=O)C12 (configuration not stated),0.9%
O=C1C(=Cc2ccccn2)CCc2ccccc21,3.5%
C[C@H](O)[C@@H]1C(=O)N2CCc3ccc(-c4ccccc4)cc3[C@@H]2C[C@@H]1N(C)C(=S)Nc1ccc(F)cc1,-43.0%
Cc1ccc(C(=O)N[C@H](C(=O)Nc2cccc(S(=O)(=O)N3CCOCC3)c2)C(C)C)cc1,-13.4%
CC(=O)NC(c1ccccc1)c1nc(-c2cccs2)cs1 (configuration not stated),11.8%
Cc1ccccc1-c1cnc2c(c1)C(=O)N([C@H](C)CO)C[C@@H](C)[C@H](CN(C)C(=O)c1ccncc1)O2,0.5%
CCCCNS(=O)(=O)c1cccc(NC(=O)[C@@H]2O[C@H](CO)[C@@H](O)[C@H]2O)c1,1.5%
C[C@@H]1CN([C@@H](C)CO)C(=O)CCCn2nncc2CO[C@@H]1CN(C)S(=O)(=O)c1cn(C)cn1,6.1%
